p53ts 32C tox = cytotoxicity in p53ts cells at permissive temperature; H1299-p53A138V at 32C, ATP luminescence viability, 24 h; Potency, µM (series often up to 46.1 µM), inactives show at the highest dose activity change, negative = cytotoxicity, most hits filed as cytotoxic; 130,000 tested, 0.93% active; AID 924;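 further: 0% = DMSO and -100% = full killing by reference compound; nearly all actives have a fitted effect of over 55% in size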
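H1299-p53 A138V cells (temperature-sensitive p53) exposed 24 h to up to 46 uM compound at 32C, where p53 is wild-type in conformation. Viability read as ATP luminescence and normalised to DMSO and 100 uM tamoxifen. AC50 fitted with the Hill equation.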
Imprint erasure = genomic imprint erasure induction; mouse ES Peg3-LacZ reporter, beta-gal luminescence, 40 h; AID 1948; 110,000 tested, 0.02% active; Potency, µM (doses to about 60.7 µM), for the others: at the top dose activity change, positive = activation, usual class: activators;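 further: 0% = negative control wells on the plate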
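Gelatin-coated wells received 300 freshly trypsinized female ES cells with a Peg3LacZ-Neo reporter on the maternal allele, then incubated 40 hours at 37C. BetaGlo was added for 5 minutes at room temperature before a single luminescence read.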
IkB sig inh = inhibitors of IkB signaling in ABC-DLBCL cells | ABC-DLBCL IkBa-CBG/CBR dual luciferase ratio, 4 h; response scale: scaled: untreated 0%, proteasome inhibitor 100% | Potency, µM (doses to about 57.1 µM), without a hit: at the top dose IkBa stabilization activation | 110,000 tested, 0.04% active; active means well fitted curve in the direction sought with a large enough effect in the signal ratio, not every such curve was filed as active; inconclusive means small, poorly fitted or top-dose-only effect, or a change in a side signal; the % refers to the signal ratio;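 further: the direction sought is a rising ratio; 0% = basal untreated cells and 100% = reference inhibitor full response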
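Luminescence ratio of IκBα-fused green versus native red beetle luciferase in OCI-Ly3 cells, 4 h post-doxycycline with compound; red signal alone, scaled from basal (0%) to zero light (-100%), flagged nonspecific or cytotoxic effects.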
p53ts 39C tox = cytotoxicity in p53ts cells at nonpermissive temperature; H1299-p53A138V viability at 39C, ATP luminescence, 24 h; Potency, µM (highest dose often 46.1 µM), for inactives: top-dose activity change, negative = cell killing, hits mostly cytotoxic; 130,000 tested, 1.5% active; further: nearly all actives have a fitted effect of over 55% in size
Starred values were filed as active, the others as inactive; [ ] = dose if it differs, or a comment. Unless noted, the call rests on the fitted dose curve; in most records, active means well fitted curve in the direction sought with a large enough effect; inconclusive means small, poorly fitted or top-dose-only effect, or another doubt; inactive means no such curve, though single readings can be large; an effect the other way counts as inactive or inconclusive. Unless noted, on the % scale 0 is the no-effect control and ±100 the full control effect; potency means the concentration at half of the fitted maximal effect.

How did CC1CCN(CCNC(=O)C2CCCN(S(=O)(=O)c3cccc4nonc34)C2)CC1 (configuration not stated) do in these assays?
p53ts 32C tox: -5%; Imprint erasure: -13%; IkB sig inh: 4.9%; p53ts 39C tox: 6%

Results for CCOc1ccc(NC(=O)c2ccccc2O)cc1 ?
p53ts 32C tox: 7.9µM*; Imprint erasure: -67%[inhibitor]; IkB sig inh: inconclusive; p53ts 39C tox: 7.9µM*

What do the screens show for `Cc1ccc2nc(CSc3nnc(NC(=O)c4cccc(Br)c4)s3)cc(=O)n2c1`?
p53ts 32C tox: 1%; Imprint erasure: 5%[10.9 µM]; IkB sig inh: 0.9%; p53ts 39C tox: 5%

Results for O=c1c2c3c(sc2nnn1Cc1ccc(Br)cc1)CCCC3 ?
p53ts 32C tox: -10%; Imprint erasure: -10%[10.9 µM]; IkB sig inh: inconclusive; p53ts 39C tox: -6%

How did CCOc1ccccc1C(=O)Nc1cccc(-c2nc3ccccc3s2)c1 do in these assays?
p53ts 32C tox: -7%; Imprint erasure: -9%[10.9 µM]; IkB sig inh: inconclusive; p53ts 39C tox: -4%

How did COc1ccc(C(=O)Cn2c(NCCO)nc3ccccc32)cc1OC do in these assays?
p53ts 32C tox: 16%; p53ts 39C tox: 20%

Results for Cc1ccc(Cl)cc1NC(=O)CCS(=O)(=O)c1ccc(Br)s1 ?
p53ts 32C tox: 6%; Imprint erasure: -13%[10.9 µM]; IkB sig inh: -1.6%; p53ts 39C tox: 11%

What do the screens show for `CCOC(=O)c1c(C)[nH]c(CCC(=O)Nc2ccccc2OCC)c1C`?
p53ts 32C tox: -1%; Imprint erasure: 6%[10.9 µM]; IkB sig inh: inconclusive; p53ts 39C tox: -6%

Results for COC(=O)C(C(C)=O)C(=O)C(Cc1ccccc1)NC(=O)OCc1ccccc1 (configuration not stated) ?
p53ts 32C tox: -6%[9.22 µM]; p53ts 39C tox: 6%[9.22 µM]

Results for CC1CCCC(NC(=O)CCn2c(=O)oc3ccccc32)C1C (configuration not stated) ?
p53ts 32C tox: -1%; Imprint erasure: 3%; IkB sig inh: 2.7%; p53ts 39C tox: -7%

Three entries picked at random from the list so far:
How did COc1ccc(C(=O)Cn2c(NCCO)nc3ccccc32)cc1OC do in these assays?
p53ts 32C tox: 16%; p53ts 39C tox: 20%

Results for O=c1c2c3c(sc2nnn1Cc1ccc(Br)cc1)CCCC3 ?
p53ts 32C tox: -10%; Imprint erasure: -10%[10.9 µM]; IkB sig inh: inconclusive; p53ts 39C tox: -6%

What do the screens show for `CCOC(=O)c1c(C)[nH]c(CCC(=O)Nc2ccccc2OCC)c1C`?
p53ts 32C tox: -1%; Imprint erasure: 6%[10.9 µM]; IkB sig inh: inconclusive; p53ts 39C tox: -6%

(further entries)
How did COc1cccc(C2C(C#N)=C(N)Oc3cc(C)oc(=O)c32)c1OC (configuration not stated) do in these assays?
p53ts 32C tox: 2%; Imprint erasure: 28%; IkB sig inh: 0.8%; p53ts 39C tox: 12%

How did O=C(Nc1cc(N2CCOCC2)ncn1)c1ccccc1 do in these assays?
p53ts 32C tox: -12%; Imprint erasure: -23%; IkB sig inh: 3.3%; p53ts 39C tox: -6%

What do the screens show for `COc1ccc(NC(=O)NCCCN2CCCCC2C)cc1` (configuration not stated)?
p53ts 32C tox: -11%; Imprint erasure: -14%; IkB sig inh: -1.1%; p53ts 39C tox: -8%

Results for COc1ccc(C2(C(F)(F)F)NC(=O)N(C)C(=O)N2C)cc1 (configuration not stated) ?
p53ts 32C tox: 5%; Imprint erasure: -3%; IkB sig inh: 0.6%; p53ts 39C tox: 3%

Results for c1ccc(-n2ncc3c(N4CCN(c5ccccn5)CC4)nc(N4CCOCC4)nc32)cc1 ?
p53ts 32C tox: -1%; Imprint erasure: -3%; IkB sig inh: 0.3%; p53ts 39C tox: 10%

Results for Cc1ccc(-c2csc3ncnc(OCC(=O)NC(=O)NCc4ccco4)c23)cc1 ?
p53ts 32C tox: 16%; Imprint erasure: -22%; IkB sig inh: 15%; p53ts 39C tox: 0%

How did COc1ccc(N(CC(=O)Nc2ccc3c(c2)OCCO3)S(=O)(=O)c2c(C)nn(C)c2C)cc1 do in these assays?
p53ts 32C tox: 0%; Imprint erasure: 20%; IkB sig inh: -0.1%; p53ts 39C tox: 10%

What do the screens show for `COC(=O)c1nnn(CC(=O)Nc2cc(F)ccc2F)c1C(=O)OC`?
p53ts 32C tox: 7%; Imprint erasure: 7%[10.9 µM]; IkB sig inh: 1.5%; p53ts 39C tox: 5%

How did Cc1nc(SCC(=O)NCc2ccco2)c2c(C)c(C)sc2n1 do in these assays?
p53ts 32C tox: 9%; Imprint erasure: 4%; IkB sig inh: inconclusive; p53ts 39C tox: 3%

How did Cc1nn(CCCC(=O)NCc2ccccc2)c(=O)c2nn(-c3ccccc3)c(C)c12 do in these assays?
p53ts 32C tox: 6%; Imprint erasure: 9%[10.9 µM]; IkB sig inh: inconclusive; p53ts 39C tox: -23%

Results for Nc1cc(N)nc(SCc2ccccc2)n1 ?
p53ts 32C tox: -5%; Imprint erasure: -16%; IkB sig inh: 0.2%; p53ts 39C tox: -11%

Results for CCCCc1nn2c(=O)cc(CN(CC)c3ccccc3)nc2s1 ?
p53ts 32C tox: 15%; Imprint erasure: 5%[10.9 µM]; IkB sig inh: 0.1%; p53ts 39C tox: -6%

Results for COC(=O)CNC(=O)C1(C)C=CC2(CCCCC2)N1C(=O)OC (configuration not stated) ?
p53ts 32C tox: 5%; Imprint erasure: -4%; p53ts 39C tox: 1%

How did Cc1ccc(NC(=O)NCC2CCN(Cc3cccc(Cl)c3)CC2)cc1Cl do in these assays?
p53ts 32C tox: -18%; Imprint erasure: -19%[10.9 µM]; IkB sig inh: inconclusive; p53ts 39C tox: 16µM*

How did COc1ccccc1NC(=O)Nn1cnnc1 do in these assays?
p53ts 32C tox: 2%; Imprint erasure: -8%; IkB sig inh: 0.8%; p53ts 39C tox: 7%

How did COCCN1Cc2cccc(C(=O)Nc3ccc(C)c(F)c3)c2C1=O do in these assays?
p53ts 32C tox: 2%; Imprint erasure: 13%[10.9 µM]; IkB sig inh: -1.9%; p53ts 39C tox: 4%

How did COCCNC(=O)CCCn1c(SCC(=O)c2ccc(Br)cc2)nc2c(sc3ccccc32)c1=O do in these assays?
p53ts 32C tox: 14%; Imprint erasure: 12%[10.9 µM]; IkB sig inh: 0.0%; p53ts 39C tox: 11%

How did Cc1ccc2cc3cc(C(=O)N4CCN(c5cccc(C(F)(F)F)c5)CC4)sc3nc2c1 do in these assays?
p53ts 32C tox: -4%; Imprint erasure: -6%[10.9 µM]; IkB sig inh: -3.1%; p53ts 39C tox: 5%

Results for Cc1ccc2[nH]c(CSc3nnc(NC(=O)COc4ccccc4C)s3)cc(=O)c2c1 ?
p53ts 32C tox: -1%; Imprint erasure: inconclusive; IkB sig inh: -0.9%; p53ts 39C tox: 3%

How did Cc1noc(C)c1C(=O)N1CCC[C@@]2(CCN(c3ncccn3)C2)C1 do in these assays?
p53ts 32C tox: -4%; IkB sig inh: 2.2%[11.4 µM]; p53ts 39C tox: 3%

How did CC(C)(C)C(=O)Nc1ccccc1C(=O)Nc1cccnc1 do in these assays?
p53ts 32C tox: 12%; Imprint erasure: -10%; IkB sig inh: -1.3%; p53ts 39C tox: 10%

How did COc1ccc(O)c(/C=c2/sc3nc4cc(C)c(C)cc4n3c2=O)c1 do in these assays?
p53ts 32C tox: 2%; Imprint erasure: -17%; IkB sig inh: inconclusive; p53ts 39C tox: -7%

Results for CCCn1cc(NC(=O)c2cc3n(n2)C(C(F)(F)F)CC(c2ccccc2)N3)cn1 (configuration not stated) ?
p53ts 32C tox: 1%; Imprint erasure: -7%; IkB sig inh: -0.3%; p53ts 39C tox: -3%

What do the screens show for `Cc1onc(-c2c(F)cccc2Cl)c1C(=O)N1CCc2ccccc2C1`?
p53ts 32C tox: 9%; Imprint erasure: -17%; IkB sig inh: 1.1%; p53ts 39C tox: -7%

What do the screens show for `COc1ccccc1N1C(=O)CC(Sc2nccc(C)n2)C1=O` (configuration not stated)?
p53ts 32C tox: -1%; Imprint erasure: -8%; IkB sig inh: 0.0%; p53ts 39C tox: 6%

What do the screens show for `CC(C)Sc1nc2ccccc2n1CC(N)=O`?
p53ts 32C tox: 5%; Imprint erasure: -10%; IkB sig inh: -0.3%; p53ts 39C tox: -2%

Results for COc1cc(C(=O)NCC(c2ccc3c(c2)OCO3)N2CCN(C)CC2)cc(OC)c1OC (configuration not stated) ?
p53ts 32C tox: 5%; Imprint erasure: 15%[10.9 µM]; IkB sig inh: 0.8%; p53ts 39C tox: -27%

How did O=C(NCc1ccc(F)cc1)C1(c2cccs2)CCOCC1 do in these assays?
p53ts 32C tox: 5%; Imprint erasure: inconclusive; IkB sig inh: -1.4%; p53ts 39C tox: -2%

Results for Cc1ccc(C(=O)N/N=C2\SCC(=O)N2c2cc(C)ccc2C)cc1 ?
p53ts 32C tox: -6%; p53ts 39C tox: 12%

How did O=C(CN1CCC(c2nc3ccccc3[nH]2)CC1)Nc1ccc2c(c1)OCO2 do in these assays?
p53ts 32C tox: -5%; IkB sig inh: 4.5%; p53ts 39C tox: 0%

The closing 2 records of the section above open the next one:
Results for Cc1ccc(C(=O)N/N=C2\SCC(=O)N2c2cc(C)ccc2C)cc1 ?
p53ts 32C tox: -6%; p53ts 39C tox: 12%

How did O=C(CN1CCC(c2nc3ccccc3[nH]2)CC1)Nc1ccc2c(c1)OCO2 do in these assays?
p53ts 32C tox: -5%; IkB sig inh: 4.5%; p53ts 39C tox: 0%

How did O=C(Cc1ccccc1)Nc1nnc(-c2cccs2)s1 do in these assays?
p53ts 32C tox: -3%; Imprint erasure: -9%; IkB sig inh: -1.9%; p53ts 39C tox: 3%

Results for Cc1cccc(N(C(=O)Nc2ccccc2)C2=NCC(C)S2)c1 (configuration not stated) ?
p53ts 32C tox: -1%; Imprint erasure: -30%[inhibitor]; IkB sig inh: -1.7%; p53ts 39C tox: -1%

Results for COc1ccc(-n2c(SCC(=O)NCc3ccccc3)nc3ccsc3c2=O)cc1 ?
p53ts 32C tox: 7%; Imprint erasure: -12%[10.9 µM]; IkB sig inh: -1.2%; p53ts 39C tox: -7%

How did CCN1CCN(c2ncnc3c2cnn3-c2ccc(C)c(Cl)c2)CC1 do in these assays?
p53ts 32C tox: -6%; Imprint erasure: -18%[10.9 µM]; IkB sig inh: -2.1%; p53ts 39C tox: -23%

How did COc1ccc(-n2c(=O)c3c4c(sc3n(Cc3ccccc3Cl)c2=O)CCC4)c(OC)c1 do in these assays?
p53ts 32C tox: 13%; Imprint erasure: -12%[10.9 µM]; IkB sig inh: inconclusive; p53ts 39C tox: 5%

How did CCS(=O)(=O)NCCc1sc2nc(-c3ccc(OC)cc3)nn2c1C do in these assays?
p53ts 32C tox: 1%; Imprint erasure: -16%[10.9 µM]; IkB sig inh: -5.3%; p53ts 39C tox: -31%

How did CC1CCN(C(=O)CCS(=O)(=O)c2cc3c(cc2Cl)NC(=O)CO3)CC1 do in these assays?
p53ts 32C tox: 8%; Imprint erasure: -8%[10.9 µM]; IkB sig inh: 1.3%; p53ts 39C tox: -1%

How did O=C(NCCc1ccccc1)c1ccc2c(c1)nc1n2CCOC1 do in these assays?
p53ts 32C tox: 13µM*; Imprint erasure: -25%[10.9 µM]; IkB sig inh: -3.3%; p53ts 39C tox: 10µM*

How did Cn1c(=O)c2c(nc(SCCN3CCOCC3)n2Cc2cccc3ccccc23)n(C)c1=O do in these assays?
p53ts 32C tox: 7%; Imprint erasure: -10%; IkB sig inh: 5.0%; p53ts 39C tox: 5%

How did COc1cccc([C@H](O)Cn2cc(-c3cccc(CON=C(C)C)c3)nn2)c1 do in these assays?
p53ts 32C tox: 5%[9.22 µM]; p53ts 39C tox: 4%[9.22 µM]

What do the screens show for `COc1cccc2cc(C(=O)N3CCN(c4ccc(C)cc4C)CC3)c(=O)oc12`?
p53ts 32C tox: 50%[activator]; Imprint erasure: 0%; IkB sig inh: 9.8%; p53ts 39C tox: 26%

How did COc1ccc(OCCCC(=O)Nc2ccc3c(c2)OCO3)cc1 do in these assays?
p53ts 32C tox: -4%; Imprint erasure: -9%; IkB sig inh: 2.3%; p53ts 39C tox: 2%
